High-throughput results: PubChem, Johns Hopkins Ion Channel Center
KCNQ2 block: KCNQ2 channel blockers in CHO-K1 cells – cell-based, FluxOR thallium flux, B-score, primary screen (AID 2156) | O88943 | 20 min; active compounds read low | B-score at 10 µM | 310,000 compounds, 1.1% hits;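 active = fluorescence ratio B-score at most minus 3 library SDs, with starting brightness B-score within 2 library SDs, cut at about -5.5 in these data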
Target sequence (O88943 whole entry, looked up): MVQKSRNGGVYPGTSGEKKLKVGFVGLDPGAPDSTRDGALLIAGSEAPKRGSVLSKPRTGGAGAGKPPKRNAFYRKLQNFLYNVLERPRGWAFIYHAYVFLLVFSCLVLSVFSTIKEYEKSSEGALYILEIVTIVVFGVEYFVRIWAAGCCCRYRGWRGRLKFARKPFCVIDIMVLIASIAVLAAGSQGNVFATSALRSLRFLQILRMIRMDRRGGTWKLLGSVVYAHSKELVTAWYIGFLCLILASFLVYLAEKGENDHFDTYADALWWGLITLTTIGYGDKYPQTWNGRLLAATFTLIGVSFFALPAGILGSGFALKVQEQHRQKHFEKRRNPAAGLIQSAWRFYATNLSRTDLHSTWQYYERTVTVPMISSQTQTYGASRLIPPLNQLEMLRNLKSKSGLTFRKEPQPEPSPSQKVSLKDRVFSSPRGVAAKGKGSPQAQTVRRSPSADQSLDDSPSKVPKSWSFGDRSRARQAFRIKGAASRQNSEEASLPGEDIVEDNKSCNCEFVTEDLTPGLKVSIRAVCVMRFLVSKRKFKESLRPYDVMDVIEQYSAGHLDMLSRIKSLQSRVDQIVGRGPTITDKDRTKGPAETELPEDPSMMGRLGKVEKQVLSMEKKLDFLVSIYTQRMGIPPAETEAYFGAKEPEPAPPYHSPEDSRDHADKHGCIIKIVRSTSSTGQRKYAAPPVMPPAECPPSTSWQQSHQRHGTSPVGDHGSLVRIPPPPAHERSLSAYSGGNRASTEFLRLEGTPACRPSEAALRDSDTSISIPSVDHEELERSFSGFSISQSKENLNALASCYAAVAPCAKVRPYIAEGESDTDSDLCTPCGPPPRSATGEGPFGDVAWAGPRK
Kir21 block: Kir2.1 (mouse) channel inhibition; P35561; HEK293-Kir2.1, FluxOR thallium flux fluorescence; active compounds read low; B-score at 10 µM; 310,000 compounds, 0.85% hits;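 active = fluorescence ratio B-score at or below minus 3 SD of library scores, with starting-brightness B-score within 2 SD, cut at about -4.2 in these data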;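 also: channel flux triggered by added potassium and thallium sulfate stimulus; B-score of peak minus minimum fluorescence over baseline after thallium stimulus; more negative B-score means stronger Kir2.1 block with less thallium influx; some compounds called inactive have numbers as strong as hits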
* = called active by the depositor; i = inactive.

KCNQ2 block	Kir21 block	molecule
i	0.21	COc1ccc(OC)c(Nc2nc(-c3cccc([N+](=O)[O-])c3)nc3ccccc23)c1
i	-1.5	CCOc1ccc2nc(SCC(=O)Nc3ccc4[nH]c(=O)[nH]c4c3)[nH]c2c1
i	0.01	O=C(Cc1cccs1)Nc1nc2ccccc2s1
i	1	Cc1sc2ncn(-c3ccccc3)c(=O)c2c1C
i	1.7	Cc1ccc(C)c(NC(=S)/C(=C(\[O-])c2ccc(OC(F)F)cc2)[n+]2ccccc2)c1
i	0.01	O=C(Cn1nnc2ccccc21)OCC(=O)c1ccc(F)cc1
i	-0.83	Cc1ccccc1NC(=O)CSc1nc(N)c(C#N)c(-c2cccs2)c1C#N
i	0.45	COc1cc(C(=O)Nc2cc(C(F)(F)F)ccc2N2CCOCC2)ccc1O
i	0.13	COc1cc(Br)cc2cc(C(=O)NCC3CCCO3)c(=O)oc12 (stereo not given)
i	-1.8	CCCCN(CC)C(=O)C1CCCN(S(=O)(=O)c2cccc3nsnc23)C1 (stereo not given)
i	1.4	COc1cccc2cc(C(=O)NC3CC(C)(C)NC(C)(C)C3)c(=O)oc12
i	-0.33	Cc1cc(N2C(=O)c3ccccc3C2=O)n(C)n1
i	-0.5	Cn1c(SCC(=O)NCc2ccccc2)ncc(C(=O)Nc2ccccc2)c1=O
i	-1.2	Cc1cccc(Cn2ncc(Cl)c(Cl)c2=O)c1
i	1.6	COc1cc(C(c2c(C)n(C)n(-c3ccccc3)c2=O)c2c(C)n(C)n(-c3ccccc3)c2=O)cc(Br)c1O
i	-0.04	Cc1ccc(/C=N/NC(=O)c2ccco2)cc1
i	0.83	CC(C)(C)n1cnc2cc(NC(=O)c3ccccc3)ccc21
i	-0.76	CC(C)(C)Cc1nnc(NC(=O)c2ccc3c(c2)OCO3)s1
i	-0.74	COc1ccc(CCNS(=O)(=O)c2ccc(Cl)cc2)cc1OC
i	0.07	CNC(=O)Cn1nc(C)c2ccccc2c1=O
i	-0.28	Cc1cc(C(=O)Nc2cccc([N+](=O)[O-])c2C)cs1
i	0.63	Cc1cccc(NC(=O)c2cccc(C(=O)Nc3cccc(C)c3)c2)c1
i	0.27	Cc1ccc(NC(=O)C2CCN(S(=O)(=O)c3cccs3)CC2)cc1
i	-0.53	Cc1cc(C(F)F)nn1CC(=O)NC1CCCCCC1
i	-1.1	CCOc1cc(C(=O)N2CCN=C2SC)cc(OCC)c1OCC

As a short view, 7 of the compounds above.
KCNQ2 block	Kir21 block	molecule
i	0.21	COc1ccc(OC)c(Nc2nc(-c3cccc([N+](=O)[O-])c3)nc3ccccc23)c1
i	-1.5	CCOc1ccc2nc(SCC(=O)Nc3ccc4[nH]c(=O)[nH]c4c3)[nH]c2c1
i	0.01	O=C(Cc1cccs1)Nc1nc2ccccc2s1
i	1	Cc1sc2ncn(-c3ccccc3)c(=O)c2c1C
i	1.7	Cc1ccc(C)c(NC(=S)/C(=C(\[O-])c2ccc(OC(F)F)cc2)[n+]2ccccc2)c1
i	0.01	O=C(Cn1nnc2ccccc21)OCC(=O)c1ccc(F)cc1
i	-0.83	Cc1ccccc1NC(=O)CSc1nc(N)c(C#N)c(-c2cccs2)c1C#N

Following part:
KCNQ2 block	Kir21 block	molecule
i	0.31	CCN(CC)C(=O)CCCc1c[nH]c2ccccc12
i	0.45	C=C(Cl)COc1ccc2c(CCC)cc(=O)oc2c1
i	2.1	N#CC1=C(N)OC2=C(CN(Cc3ccccc3)C/C2=C\c2cccnc2)C1c1cccnc1 (stereo not given)
i	-1.9	CC(NC(=O)c1ccc(CS(=O)(=O)Cc2ccccc2F)o1)c1ccc2c(c1)OCCO2 (stereo not given)
i	-0.3	CC(C)CC(=O)NC(=S)NNC(=O)c1ccc(NC(=O)C2CCCCC2)cc1
i	-0.29	CCOC(=O)N1CCC(N2C(=O)c3ccccc3C2Nc2ccccc2)CC1 (stereo not given)
i	-0.47	O=C(N/N=C/c1c(Cl)cccc1Cl)C(=O)NC1CC1
i	-2.5	O=C(Nc1cccc(NC(=O)c2cccnc2Cl)c1)c1ccco1
i	0.31	COc1cc(CNn2c(C)n[nH]c2=S)cc(Cl)c1OCC(=O)NC(C)(C)C
i	2.1	CCOC(=O)N=Nc1c(O)n(CC(=O)OC)c2ccccc12
i	1.9	CCOC(=O)c1c(C)n(C)c2ccc(O)c(S(=O)(=O)c3ccccc3)c12
i	-1.1	Cc1cc(C)n(C(=O)c2ccc(S(=O)(=O)N3CCCC3)cc2)n1
i	0.89	O=C(CCc1ccccc1)NN1C(=O)C2C3C=CC(C3)C2C1=O (stereo not given)
i	0.09	COc1ccc(C(=O)NC(=S)NNC(=O)c2ccc(NC(=O)C(C)C)cc2)cc1
i	0.14	CCn1c(N)c(C(=O)NCCOC)sc1=S
i	0.14	COc1ccc(NC(=O)N2CCN(CCC#N)CC2)cc1
i	0.51	Cc1nn(C(=O)CN2C(=O)c3ccccc3C2=O)c(C)c1Br
i	-0.05	CCOc1ccc(NC2=CC(=O)CCC2)cc1
i	0.22	CC(=O)c1cccc(NC(=O)C2CCN(C(=O)c3ccccc3Cl)CC2)c1
i	-0.02	CCOC(=O)C1CCN(C(=O)C23CC4CC(CC(C4)C2)C3)CC1
i	-0.05	O=C(Cn1c(C(F)(F)F)nc2ccccc21)Oc1cccc(C(F)(F)F)c1
i	-0.37	Cc1cc(OCCn2ccnc2)cc(C(C)C)c1
i	1.2	COc1cccc2c1cc1c(=O)n(CC(=O)NC3CCCCC3)nc(C)n12
i	1.1	COCCn1nnnc1CN(Cc1cc2cc(OC)c(OC)cc2[nH]c1=O)C1CCCC1
i	0.84	Nc1ccccc1SC1CC(=O)N(c2ccccc2Cl)C1=O (stereo not given)

Given as tab-separated lines: entries from further up
canonical_smiles	KCNQ2 block	Kir21 block
CCOC(=O)c1c(C)n(C)c2ccc(O)c(S(=O)(=O)c3ccccc3)c12	i	1.9
Cc1cc(C)n(C(=O)c2ccc(S(=O)(=O)N3CCCC3)cc2)n1	i	-1.1

Further compounds
KCNQ2 block	Kir21 block	molecule
i	1.3	COCCn1c(C)cc(/C=C(\C#N)C(=O)OCC(=O)N(C)c2c(N)n(Cc3ccccc3)c(=O)[nH]c2=O)c1C
i	-0.01	Nc1nccc(-c2cc(-c3ccc(Cl)cc3Cl)no2)n1
i	0.65	COC(=O)c1cc(NC(=O)c2cc(C)oc2C)cc(C(=O)OC)c1
i	0.45	CCOC(=O)C1=C(C)NC2=C(C(=O)CCC2)C1c1cccnc1 (stereo not given)
i	0.2	CC1CCN(Cc2nnnn2-c2ccc(Cl)cc2)CC1
i	-1.2	CCC/C(=N\NC(=O)Cc1csc(N2CCOCC2)n1)c1ccccc1
i	-1.1	COc1ccc(C(c2nnnn2Cc2ccccc2)N2CCN(C(=O)c3ccco3)CC2)cc1OC (stereo not given)
i	-0.62	COCC1CCN(Cc2cn[nH]c2-c2ccc(OC)c(F)c2)C1 (stereo not given)
i	-0.07	CC1(c2ccccc2)NC(=O)N(CC(=O)N2CCOCC2)C1=O (stereo not given)
i	-0.02	O=C(NS(=O)(=O)c1ccccc1)c1ccccc1O
i	-1	O=C(O)[C@H]1CCCC[C@H]1C(=O)NCCNC(=O)[C@@H]1CCCC[C@@H]1C(=O)O
i	0.2	Cc1cccc(-n2nc3c(c2NC(=O)c2ccc4c(c2)OCO4)CS(=O)(=O)C3)c1C
i	-0.07	CC(C)n1c(O)c(N=NC(=O)Cc2csc(N3CCOCC3)n2)c2ccccc21
i	-0.41	CCCOc1ccc(CN(CCC#N)C(=S)NC(=O)c2ccccc2)cc1
i	-2.2	O=C(Nc1csc([N+](=O)[O-])c1)Nc1ccccc1Cl
i	0.2	O=C(COc1ccc(-c2nnc(N3CCCCC3)c3ccccc23)cc1)N1CCCCC1
i	-1.5	Cc1cc(C)nc(/N=C(\N)Nc2cc([N+](=O)[O-])ccc2C)n1
i	-4.5*	COc1ccccc1CNCC(=O)Nc1ccccc1-n1cccc1
i	0.84	CN1CCN(NC(=O)c2ccc(Cl)s2)CC1
i	-0.01	CC(=O)c1c(C)nc2ccc(Cl)cn12
i	-1.7	Cc1cc(CSc2ccccc2)ccc1NC(=O)c1ccc(C)c([N+](=O)[O-])c1
i	-0.5	O=C(Nc1nccs1)c1ncc(Cl)c(Cl)c1Cl
i	0.09	CCOC(=O)c1ccccc1NC(=O)COC(=O)CSC(C)C(=O)Nc1cc(C)on1 (stereo not given)
i	2	COc1ccc(NC(=O)NC2CCCc3ccccc32)cc1OC (stereo not given)
i	-0.27	O=C(NC1CCCCNC1=O)c1ccccc1 (stereo not given)

Next entries.
KCNQ2 block	Kir21 block	molecule
i	-0.39	COc1ccc(-c2ccnc(SCC(=O)c3ccc(OC)c(OC)c3)n2)cc1
i	0.43	O=C(O)CSCc1cnn(-c2ccccc2)c1-n1cccc1
i	-0.87	CCOC(=O)c1c(O)c2ccccc2n(C)c1=O
-7.9*	-0.3	COc1ccccc1C(=O)NC(=S)Nc1cccc2cc(O)ccc12
i	-0.04	CC(C)C[C@H](NC(=O)c1[nH]cnc1C(=O)N[C@@H](C)C(=O)OC(C)(C)C)C(=O)OCc1ccccc1
i	0.42	CCOc1cc(NC(=O)CCl)c(OCC)cc1NC(C)=O
i	0.43	CC(C)c1nnc2n1N=C(c1ccc(Cl)cc1)CS2
i	0.59	COc1ccccc1NC(=O)CSc1nnc(Cc2cccs2)n1C
i	-1	CCNC(=S)NNC(=O)c1csc(CC)c1
i	-2.3	COc1ccc(CSC2=NCCN2)cc1Br
i	-2.4	CC1CCN(S(=O)(=O)c2cccc(S(=O)(=O)N3CCOCC3)c2)CC1
i	-0.48	CCCCCn1c(=O)c(C(=O)OCC)c(Cl)c2ccccc21
i	2.4	CN1CCN(CCCC(=O)c2ccc(F)cc2)CC1
i	0.66	CCN(c1ccccc1)S(=O)(=O)c1ccc(C(=O)Nc2nnc(COC)o2)cc1
i	-1.4	CCN(CC)CCC(C)OC(c1ccccc1)c1ccccc1 (stereo not given)
i	1.4	O=C(NCCN1CCOCC1)C1CCCN(S(=O)(=O)c2ccc(F)cc2)C1 (stereo not given)
i	2.2	O=C(NC1CCCCCC1)c1c(O)c2ccccc2[nH]c1=O
i	0.21	O=C(O)CCn1nc(-c2ccc(F)cc2)cc(Cc2ccccc2)c1=O
i	0.36	CN1CCN(S(=O)(=O)c2ccc(Sc3nnc(-c4cccs4)n3-c3ccccc3)nc2)CC1
i	1	C=CCN1C(=O)C(O)(CC(=O)c2ccccc2)c2ccccc21 (stereo not given)
i	0.42	COc1cccc2c(=O)n(CC(=O)Nc3ccccc3F)ccc12
i	0	Cc1nc(NC(=O)CSc2nnc(C3CC3)n2C)sc1C(=O)N(C)C
i	-3.7	Cc1cc(C)c(C#N)c(SCS(=O)c2ccc(C(C)(C)C)cc2)n1 (stereo not given)
i	-1.1	CCN1CCN(CC(=O)Nc2cc(F)ccc2C)CC1
i	-0.02	COc1cc(NC(=O)c2cccc(C)c2)c(OC)cc1NC(=O)CN1CCCCC1

The results go on.
KCNQ2 block	Kir21 block	molecule
i	0.34	CCC(C)n1cnc2c(c1=O)c1nc3ccccc3nc1n2-c1ccc2c(c1)OCCO2 (stereo not given)
i	0.26	COc1cc(NC(=O)c2cc(-c3ccccc3Cl)on2)cc(OC)c1OC
i	-0.15	COc1ccc(C(NC(=O)CN2CCCCCC2)c2ccc(OC)cc2)cc1
i	0.36	O=C(Nc1cccc2ccccc12)/C(Cl)=C/c1ccccc1
i	-0.89	COc1ccccc1NC(=O)N1CCCC1C(=O)NCC1CCCO1 (stereo not given)
i	-0.92	COc1cccc(NC(=S)NCc2ccc(F)cc2)c1
i	0.94	COc1ccc(OCCOC(=O)CNC(=O)c2cccc(C)c2)cc1
i	0.77	Cc1ccc(Sc2c([N+](=O)[O-])c(=O)n(C)c3ccccc23)cc1
i	2.3	NC(=O)c1ccccc1N/C=C/C(=O)c1ccc(Cl)cc1Cl
i	-1.5	CCNC(=S)NNC(=O)Cn1c(=O)c2c(ncn2CCOC)n(Cc2ccccc2)c1=O
i	-1.6	CCCc1nnc(SCC(=O)Nc2ccc3c(c2)OCCO3)n1CCOC
i	-0.29	CC1CCN(C(=O)C2CCN(CCCc3ccccc3)CC2)CC1
i	2.3	C=CCn1c(CNC(=O)c2ccccc2F)nnc1SCC(=O)N1CCOCC1
i	0.96	Cc1nn(Cc2ccccc2Cl)c(Cl)c1/C=C/C(=O)OCC(=O)NC(N)=O
i	-0.7	CSc1ccc(S(=O)(=O)NCC(=O)OCC(=O)NCC2CCCO2)cc1[N+](=O)[O-] (stereo not given)
i	-0.2	Cc1ccc(Cn2c(SCCN3CCCCC3)nc3c2c(=O)[nH]c(=O)n3C)cc1
i	-0.45	O=C(COc1ccc(S(=O)(=O)N2CCCC2)cc1)NCc1cccnc1
i	-0.09	O=C(N/N=C/c1ccc(OC(=O)c2ccccc2)c([N+](=O)[O-])c1)c1ccc(O)cc1
i	-2.6	O=C(CCN1C(=O)c2ccccc2C1=O)NC(=S)Nc1ccccc1Cl
i	-0.18	COc1ccc(-n2cccc2C=O)cc1OC
i	-0.58	Cc1ccc(OCCCC(=O)NC2CCCCC2)cc1
i	-2.8	O=S(=O)(Nc1ccc(O)c(Sc2nc3ccccc3s2)c1)c1ccc(F)cc1
i	0.47	COc1ccc(NC(=O)c2cc3c(=O)n4ccccc4nc3n2C)c(OC)c1
i	-0.04	O=C(Cn1nc(-c2ccccc2)ccc1=O)NCc1ccc(F)cc1
i	0.78	Cc1ccccc1CN(CC1CCC(C(=O)O)CC1)C(=S)Nc1ccccc1F (stereo not given)
i	0.27	Cc1cccc2c1cnn2C(=O)CCC(=O)N1CCC(C)CC1

Quoted from the listing.
Entry of `O=C(O)[C@H]1CCCC[C@H]1C(=O)NCCNC(=O)[C@@H]1CCCC[C@@H]1C(=O)O` in Kir21 block: -1
Entry of `CCn1c(N)c(C(=O)NCCOC)sc1=S` in Kir21 block: 0.14

Rows are unselected. About 1.9% of those tested had a hit in this group.
